# ELG1 genotoxic – genotoxicity induction in ELG1-luciferase HEK293T cells | HEK293T ELG1-luciferase reporter, luminescence, 16 h | Potency, µM (highest dose often 46 µM), for inactives: at the top dose activity change, positive = activation, most hits filed as activators | hit rate 1.3% among 330,000; also: % of control where 0% means no effect; nearly all actives have a fitted effect of over 60% in size
#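 Step 1: seed 2,000 HEK293T ELG1-luciferase cells per well. Step 2: add compound or DMSO, incubate 16 hr at 37 °C. Step 3: ONE-Glo, 30 min at room temperature, read luminescence.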
# RORg inh – blocks mouse ROR gamma transcriptional activity; hit rate 5.4% among 310,000; P51450; AID 2551; Drosophila S2 Gal4-RORgamma UAS-luciferase reporter, 20 h; Potency, µM (highest dose often 53.6 µM), for inactives: top-dose activity change, negative = inhibition, hits mostly inhibitors; also: % is scaled to controls: 0 for no effect and ±100 for the full control effect; nearly all actives have a fitted effect of over 60% in size
# Target sequence (P51450 whole entry, looked up, the tested form may be a part): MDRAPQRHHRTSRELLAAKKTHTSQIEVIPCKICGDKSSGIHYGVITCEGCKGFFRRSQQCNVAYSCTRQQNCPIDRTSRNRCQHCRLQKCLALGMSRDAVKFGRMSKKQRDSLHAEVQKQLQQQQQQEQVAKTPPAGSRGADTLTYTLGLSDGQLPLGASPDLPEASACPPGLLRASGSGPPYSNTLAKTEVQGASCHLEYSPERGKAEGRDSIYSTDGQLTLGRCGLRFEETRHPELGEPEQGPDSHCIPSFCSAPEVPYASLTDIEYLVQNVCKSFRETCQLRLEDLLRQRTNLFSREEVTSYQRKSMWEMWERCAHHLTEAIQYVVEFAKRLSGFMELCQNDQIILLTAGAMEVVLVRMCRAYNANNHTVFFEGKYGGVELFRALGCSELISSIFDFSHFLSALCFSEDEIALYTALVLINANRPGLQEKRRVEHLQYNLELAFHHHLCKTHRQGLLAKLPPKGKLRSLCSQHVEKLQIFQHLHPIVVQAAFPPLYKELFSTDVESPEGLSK
#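 Using a luciferase readout, inhibitors were identified by reduced reporter activity in Drosophila cells coexpressing a copper-inducible Gal4–ROR gamma fusion and UAS-driven Photinus luciferase, incubated 20 hr after 700 uM copper sulfate.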
# p53 reactivation – mutant p53 re-activation in reporter cells; AID 504706; H1299 p53-A138V BP100-luciferase reporter, luminescence, 24 h; Potency, µM (titrated, usually from 92.2 µM), for inactives: at the top dose activity change, positive = activation, hits mostly activators; hit rate 0.063% among 320,000; also: % of control where 0% means no effect; nearly all actives have a fitted effect of over 45% in size
#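 H1299 (p53-null), stable ts p53-A138V + BP100-Luc; 1000 cells/well, Opti-MEM/10% FBS; cpd 4 pt, 1:5; 24 h, 37 deg C, 5% CO2; detection reagent 10 min RT; luminescence.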
# MBNL1-CUG inh – MBNL1-poly(CUG) RNA binding inhibition; TR-FRET MBNL1-His/biotin-(CUG)12 binding, 665/545 ratio; Q9NR56; hit rate 0.036% among 280,000; AID 2675; Potency, µM (highest dose often 57.5 µM), for the others: at the top dose activity change, negative = inhibition, usual class: inhibitors; active = well fitted inhibition curve with a large enough effect in the signal ratio, with a control signal flat, not every such curve was filed as active; inconclusive = small, poorly fitted or top-dose-only effect, or effect the other way, or a change in a side signal; inactive = no such curve, though single readings can be large or run the other way; the % refers to the signal ratio; also: % is scaled to controls: 0 for no effect and ±100 for the full control effect
# Target sequence (Q9NR56 whole entry, looked up): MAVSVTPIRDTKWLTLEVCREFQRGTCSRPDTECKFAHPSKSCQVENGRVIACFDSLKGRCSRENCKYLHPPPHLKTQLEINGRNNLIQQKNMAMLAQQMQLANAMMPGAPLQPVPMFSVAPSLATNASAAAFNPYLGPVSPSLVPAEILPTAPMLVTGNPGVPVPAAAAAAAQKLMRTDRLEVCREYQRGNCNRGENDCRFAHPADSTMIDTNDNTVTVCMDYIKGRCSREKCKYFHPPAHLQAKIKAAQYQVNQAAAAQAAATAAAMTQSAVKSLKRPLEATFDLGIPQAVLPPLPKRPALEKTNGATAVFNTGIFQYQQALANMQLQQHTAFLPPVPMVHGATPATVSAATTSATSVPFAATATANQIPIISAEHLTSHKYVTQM
#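 MBNL1-His + Biotin-(CUG)12, cpd titration 92 nM–58 uM; Tb anti-His Ab 0.055 ng/ul, SA-XL665 5 nM (final); 60 min RT; ratiometric 665/545 nm, Ex 340 nm; normalized to buffer and full-complex controls.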
# VP16 counter – Gal4-VP16 reporter inhibition counter-screen. hit rate 3.5% among 310,000. Drosophila S2 Gal4-VP16 UAS-luciferase, luminescence, 20 h. Potency, µM (highest dose often 53.6 µM), for the others: at the highest dose activity, negative = inhibition, hits mostly inhibitors. AID 2546;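 also: Gal4-VP16 expression switched on by copper sulfate through the metallothionein promoter; % is scaled to controls: 0 for no effect and ±100 for the full control effect; nearly all actives have a fitted effect of over 50% in size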
# uPA generation – cell surface uPA generation inhibition | cell surface uPA generation assay, qHTS | Potency, µM (highest dose often 38.3 µM), for inactives: top-dose activity change, negative = inhibition, most hits filed as inhibitors | hit rate 0.31% among 330,000; active = well fitted inhibition curve with a large enough effect; inconclusive = small, poorly fitted or top-dose-only effect; inactive = no such curve, though single readings can be large or run the other way; tested in mouse RAW 264.7 cells; also: % is scaled to controls: 0 for no effect and ±100 for the full control effect; nearly all actives have a fitted effect of over 55% in size
# NPC1 promoter act – NPC1 promoter activation; AID 485313; Huh7 NPC1 promoter luciferase reporter, 24 h; Potency, µM (doses to about 9.22 µM), without a hit: at the top dose activation, actives largely listed as activators; hit rate 2.4% among 320,000;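 also: % of control where 0% means no effect; nearly all actives have a fitted effect of over 60% in size; reporter is driven by a mutant NPC1 promoter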
#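 NPC1 promoter–luciferase Huh7 cells; 24 h compound; luminescence.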
# FLuc counter – counter-screen for miR-21 project: firefly luciferase inhibitors or activators. P08659. purified FLuc, Km substrates, luminescence inhibition. Potency, µM (series often up to 57.5 µM), for inactives: at the top dose activity change, negative = inhibition, usual class: inhibitors. hit rate 6.9% among 360,000. AID 588342;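 also: plate controls were vehicle for no effect and reference inhibitor for full effect; nearly all actives have a fitted effect of over 55% in size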
#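 Purified P. pyralis luciferase (10nM final) with 10uM D-luciferin and 10uM ATP (Km levels) in 50mM Tris acetate pH 7.5, 10mM Mg acetate, 0.01% Tween-20, 0.05% BSA; qHTS 6-point titration, ~60 µM downward; luminescence read.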
# BRCA1 expr act – activators of BRCA1 expression | AID 624202 | hit rate 1.1% among 380,000 | Potency, µM (doses to about 46.1 µM), for inactives: top-dose activation, most hits filed as activators | MCF7-BRCA1-FFLuc reporter, luminescence, 48 h; response scale: scaled: vehicle 0%, 10 µM genistein 100%; also: nearly all actives have a fitted effect of over 80% in size; some results filed as inactive show a strong effect at the top dose
#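 Compounds are tested at multiple concentrations on MCF7 BRCA1-luciferase reporter cells seeded at 2000 per well; after 48 h, a single luminescence end-point is taken and curves fitted to the normalized data.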
# Rab9 prom act – Rab9 promoter activation; Huh7 Rab9 promoter-luciferase reporter, luminescence, 24 h; Potency, µM (highest dose often 9.22 µM), without a hit: at the top dose activation, negative = inhibition, hits mostly activators; hit rate 2.8% among 320,000; AID 485297; also: % of control where 0% means no effect; nearly all actives have a fitted effect of over 60% in size
#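 Using Huh7 cells stably transfected with Rab9 promoter–luciferase, compounds were incubated 24 h at 37 °C, 5% CO2; luciferase luminescence was read 10 min after reagent addition.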
# The depositor's hits bear a star; ? = inconclusive; / = no result given; & = joins results of further samples; [ ] = another dose, or the depositor's remark. Unless noted, calls follow the shape of the dose curve; as a rule, active = well fitted curve in the direction sought with a large enough effect; inconclusive = small, poorly fitted or top-dose-only effect, or another doubt; inactive = no such curve, though single readings can be large; an effect the other way counts as inactive or inconclusive. Potency is read from the fitted curve at half-maximal effect.
SMILES,ELG1 genotoxic,RORg inh,p53 reactivation,MBNL1-CUG inh,VP16 counter,uPA generation,NPC1 promoter act,FLuc counter,BRCA1 expr act,Rab9 prom act
CC(C)c1ccc(NC(=O)CCS(=O)(=O)c2cccc3nonc23)cc1,0%,4%,-2%,?,1%,-1%,-2%,-1%&7%,2%,-1%
O=C(OCc1nnc(-c2ccccc2)o1)C1CC(=O)N(CCc2ccccc2)C1 (stereo not drawn),0%,/,?,/,/,-12%,10%,?,52%,13%
C=CCNC(=O)CSc1n[nH]c(-c2cc(Cl)ccc2OC)n1,-2%,-3%,-6%,2%,6%,1%,-3%,0%,-19%,2%
COc1ccc(N=Nc2c(C)[nH][nH]c2=O)cc1,2%,1%,21%,?,0%,-2%,22%,?,65%,30%
Cc1cc(C(=O)NN=C2CCCCC2)c2ccccc2n1,-1%,-43%,12%,-3%,2%,1%,-1%,4%,-49%,-6%
C/C(=N\Nc1ccccc1Cl)c1ccc(-n2ccnc2)cc1,3%,8.9µM*,2%,2%,28%,1%,-1%,?,3%,-3%
O=C(c1cc2nc(-c3cccs3)cc(C(F)(F)F)n2n1)N1CCCc2ccccc21,-6%,16%,-1%,-10%,-7%,-6%,-5%,-13%,-40%,3%
CSc1nsc(SCC(=O)Nc2ccc(C(C)=O)cc2)n1,8.2µM*,0%,?,-10%,17%,/,24%,21µM*,74%,15%
O=C(O)C1C2CCC(O2)C1C(=O)Nc1ccc(O)cc1 (stereo not drawn),-1%,?,8%,-15%,?,1%,-2%,-3%,6%,2%
Cc1cc(C)n(-c2nnc(C)n2NS(=O)(=O)c2ccc(F)cc2)n1,3%,-6%,10%,0%,6%,0%,0%,2%,-6%,-4%
O=C1NC(c2ccncc2)Nc2ccccc21 (stereo not drawn),1%,23%,-3%,1%,-9%,12%,0%,-1%,-28%,-1%
C=CCn1c(SC2CCOC2=O)nc2sc(C)c(C)c2c1=O (stereo not drawn),7%,-42%,6%,?,5%,-3%,-5%,2%,3%,1%
CCOc1ccc(NC(=O)c2ccc(S(=O)(=O)N3CCOCC3)cc2)cc1,0%,26%,-9%,-7%,2%,0%,-7%,-4%,1%,0%
COc1ccc(NC(=O)c2ccc3nc[nH]c3c2)cc1,22%,-2%,?,-3%,-22%,-19%,?,?,94%,?
O=C(Cn1ccc2cc(S(=O)(=O)N3CCCC3)ccc21)NCCc1ccccc1,-1%,37%,-1%,1%,22%,-5%,-4%,5%,0%,0%
COc1ccc(CNC(=O)CCCN2C(=O)NC3(CCCC3)C2=O)cc1,4%,/,-1%,/,/,-2%,-4%,2%,0%,2%
O=C(CCNC(=O)c1ccccc1Cl)NCC1CCCO1 (stereo not drawn),0%,/,17%,/,/,-1%,-4%,4%,10%,-9%
CCN1C(=O)c2ccccc2S(=O)(=O)c2ccc(C(=O)N3CCOCC3)cc21,1%,9%,0%,-3%,-6%,-13%,-2%,0%,-13%,12%
Cc1coc2c(C)c3oc(=O)c(CCC(=O)N(C)CC(=O)O)c(C)c3cc12,1%,-1%,-5%,-5%,5%,10%,1%,-1%,12%,-6%[1.84 µM]
O=C(CN(Cc1ccco1)C(=O)c1ccc(F)cc1F)Nc1ccccc1C(F)(F)F,-4%,/,-2%,/,/,-4%,-6%,?,-23%,-1%
Cc1ccsc1/C=C1/SC(=O)N(CC(=O)N2CCOCC2)C1=O,2%,14%,7%,?,-2%,2%,18%,-4%,64%,19%
CC(C)(C)c1ccc(C(=O)NCCc2ccccc2)cc1,?,-43%,?,-13%,?,?,0.35µM*,0.76µM*,17%,0.089µM*
COC(=O)/C(=C\Nc1ccc(Cl)c2ccccc12)c1ncc(C(F)(F)F)cc1Cl,0%,-32%,5%,3%,5%,4%,1%,-1%,2%,-1%
C/C(=C\c1ccco1)C1Nc2cccc3cccc(c23)N1,3%,-11%,-1%,12%,-1%,/,?,11µM*,/,?
CN1CCN(NC(=O)CN2C(=O)/C(=C/c3c(Cl)cccc3Cl)SC2=S)CC1,-3%,?,-2%,19%,9%,4%,-2%,1%,0%,1%

# Reprinted from above (eleven entries):
SMILES,ELG1 genotoxic,RORg inh,p53 reactivation,MBNL1-CUG inh,VP16 counter,uPA generation,NPC1 promoter act,FLuc counter,BRCA1 expr act,Rab9 prom act
O=C(Cn1ccc2cc(S(=O)(=O)N3CCCC3)ccc21)NCCc1ccccc1,-1%,37%,-1%,1%,22%,-5%,-4%,5%,0%,0%
COc1ccc(CNC(=O)CCCN2C(=O)NC3(CCCC3)C2=O)cc1,4%,/,-1%,/,/,-2%,-4%,2%,0%,2%
O=C(CCNC(=O)c1ccccc1Cl)NCC1CCCO1 (stereo not drawn),0%,/,17%,/,/,-1%,-4%,4%,10%,-9%
CCN1C(=O)c2ccccc2S(=O)(=O)c2ccc(C(=O)N3CCOCC3)cc21,1%,9%,0%,-3%,-6%,-13%,-2%,0%,-13%,12%
Cc1coc2c(C)c3oc(=O)c(CCC(=O)N(C)CC(=O)O)c(C)c3cc12,1%,-1%,-5%,-5%,5%,10%,1%,-1%,12%,-6%[1.84 µM]
O=C(CN(Cc1ccco1)C(=O)c1ccc(F)cc1F)Nc1ccccc1C(F)(F)F,-4%,/,-2%,/,/,-4%,-6%,?,-23%,-1%
Cc1ccsc1/C=C1/SC(=O)N(CC(=O)N2CCOCC2)C1=O,2%,14%,7%,?,-2%,2%,18%,-4%,64%,19%
CC(C)(C)c1ccc(C(=O)NCCc2ccccc2)cc1,?,-43%,?,-13%,?,?,0.35µM*,0.76µM*,17%,0.089µM*
COC(=O)/C(=C\Nc1ccc(Cl)c2ccccc12)c1ncc(C(F)(F)F)cc1Cl,0%,-32%,5%,3%,5%,4%,1%,-1%,2%,-1%
C/C(=C\c1ccco1)C1Nc2cccc3cccc(c23)N1,3%,-11%,-1%,12%,-1%,/,?,11µM*,/,?
CN1CCN(NC(=O)CN2C(=O)/C(=C/c3c(Cl)cccc3Cl)SC2=S)CC1,-3%,?,-2%,19%,9%,4%,-2%,1%,0%,1%

# The list goes on:
SMILES,ELG1 genotoxic,RORg inh,p53 reactivation,MBNL1-CUG inh,VP16 counter,uPA generation,NPC1 promoter act,FLuc counter,BRCA1 expr act,Rab9 prom act
CC(C)C(=O)Nc1cc(C(F)(F)F)ccc1N1CCOCC1,-5%,37%,-4%,2%,1%,-7%,1%,14%,2%,-5%
COC(=O)CCC(=O)Nc1ccc(S(=O)(=O)Nc2cc(OC)nc(OC)n2)cc1,1%,-13%,-2%,-2%,-4%,6%,1%,8%,-10%,3%
NC(=O)c1ccc(Nc2nnc(-c3ccc(O)cc3)c3ccccc23)cc1,-4%,6%,-1%,?,28%,-2%,-7%,?,-11%,1%
C/C(=N\NC(=O)c1ccn(C)n1)c1cccc(NC(=O)c2ccc(C)s2)c1,8%,-4%,-6%,-3%[11.5 µM],-8%,-5%,?,3µM*,11µM*,30%
CCOC(=O)c1c(N)sc(C(=O)OC)c1C,12%,3%,-11%,-11%,5%,-1%,6%,-29%,36%,6%
O=C(Nc1cccc([N+](=O)[O-])c1)Nc1ccc2c(c1)OCCO2,?,8%,2%,10%,-1%,8%,?,2.7µM*,?,1.8µM*
COc1ccc(N2CCN(C(=O)CNC(=O)c3cccs3)CC2)cc1,0%,/,/,5%,/,5%,1%,11%,2%,-1%
CCCCNC(=O)c1onc(CSc2cccc(C)c2)c1C(=O)O,-1%,17%,-2%,-18%,-3%,5%,-4%,?,-22%,-4%
CC(C)(C)c1ccc(C(=O)NC(=S)NCC2CCCO2)cc1 (stereo not drawn),4%,2.2µM*,25%,-12%,5.6µM*,2%,7%,27µM*,-22%,12%
NC(=O)c1ccc(NC(=O)CCC(=O)c2cccs2)cc1,3%,-20%,-4%,8%,-12%,1%,0%,-9%,35%,-4%
COC(=O)c1c(C)oc(C)c1S(=O)(=O)NCc1ccc(Cl)cc1Cl,1%,18%,-6%,-1%,4%,8%,-1%,-1%,-5%,-2%
CCCNC(=O)C(Cc1ccccc1)NS(=O)(=O)c1ccc2c(c1)c(=O)n(C)c(=O)n2C (stereo not drawn),-3%,35%,-2%,0%,4%,2%,1%,-3%&2%,-20%&-10%,1%
COc1cc(OC)c(C2=NOC(C(=O)NCCc3ccccc3)C2)cc1Cl (stereo not drawn),0%,1%,-1%,-3%,4%,/,0%,7%,2%,1%
O=C(CCC(=O)Nc1ccc(Br)cc1)N/N=C/c1ccccc1F,-3%,-11%,-7%,0%,-2%,6%,-3%,0%,-8%,-3%
COc1cccc(Oc2ccc(S(=O)(=O)N3CCOCC3)cc2[N+](=O)[O-])c1,2%,/,-2%,/,/,-4%,/,/,-8%,/
Cc1ccc2c(CN(C)Cc3cccc(Cl)c3)cc(=O)oc2c1C,8%,30%,8%,?,-4%,5%,4%,?,-5%,-7%
O=C(CN1C(=O)CCSc2ccccc21)Nc1ccc2c(c1)OCCO2,-3%,13%,-25%,2%,-6%,/,1%,2%,-25%,-20%

# Source: PubChem BioAssay
